# sEH inh: blocks human soluble epoxide hydrolase activity; recombinant human sEH enzymatic activity assay; 91,000 tested, 0.34% active; inhibition, % at 2 µM; in the data active = inhibition above about 80%; note: values of inactives mirror those of a sister screen read the other way; many of its hits are not listed in these tables
# MT1-MMP txn act: MT1-MMP promoter transcription activation; HT1080 MT1-MMP promoter luciferase reporter, luminescence, overnight; stronger effect = higher value; activation factor at 10 µM; 86,000 tested, 0.16% active;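 active = activation factor of at least 2 for MT1-MMP transcription at 10 µM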
# ERb coact inh: blocks coactivator binding to human estrogen receptor beta | Q92731 | TR-FRET ER-beta LBD / SRC1-Cy5 peptide binding; receptor agonist-loaded with 1 µM estradiol | inhibition, % at 25.6 µM | 86,000 tested, 1.3% active;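 active = compounds whose percent inhibition of the receptor-coactivator binding signal exceeds about 50% in the single-dose screen, limit read from the data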;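 note: 0% = receptor plus peptide wells without compound and 100% = peptide-only wells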
# Candida biofilm: kills Candida albicans biofilms; 85,000 tested, 0.14% active; C. albicans biofilm + clotrimazole, Alamar Blue; AID 834; inhibition, % at 6 µM;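 active = inhibition above 20%; inactive = inhibition below 20%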;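 note: preformed 24 hr biofilms exposed to compound for 48 hr; 0% = biofilm without compound and 100% = blank killed by clotrimazole plus chlorhexidine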
# CD11b adhes enh: enhancers of human CD11b/CD18 binding to fibrinogen | P05107+P11215 | K562 CD11b/CD18 adhesion to fibrinogen, ATPlite luminescence | activation, % at 10 µM | 93,000 tested, 0.07% active;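 active = 10 µM primary screen giving 50% or more activity, confirmed by 40% or more on retest at that dose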; note: strong numbers were not always called active; reference of the scale not given here
# Target sequence (P05107 whole entry, looked up, other chains not shown): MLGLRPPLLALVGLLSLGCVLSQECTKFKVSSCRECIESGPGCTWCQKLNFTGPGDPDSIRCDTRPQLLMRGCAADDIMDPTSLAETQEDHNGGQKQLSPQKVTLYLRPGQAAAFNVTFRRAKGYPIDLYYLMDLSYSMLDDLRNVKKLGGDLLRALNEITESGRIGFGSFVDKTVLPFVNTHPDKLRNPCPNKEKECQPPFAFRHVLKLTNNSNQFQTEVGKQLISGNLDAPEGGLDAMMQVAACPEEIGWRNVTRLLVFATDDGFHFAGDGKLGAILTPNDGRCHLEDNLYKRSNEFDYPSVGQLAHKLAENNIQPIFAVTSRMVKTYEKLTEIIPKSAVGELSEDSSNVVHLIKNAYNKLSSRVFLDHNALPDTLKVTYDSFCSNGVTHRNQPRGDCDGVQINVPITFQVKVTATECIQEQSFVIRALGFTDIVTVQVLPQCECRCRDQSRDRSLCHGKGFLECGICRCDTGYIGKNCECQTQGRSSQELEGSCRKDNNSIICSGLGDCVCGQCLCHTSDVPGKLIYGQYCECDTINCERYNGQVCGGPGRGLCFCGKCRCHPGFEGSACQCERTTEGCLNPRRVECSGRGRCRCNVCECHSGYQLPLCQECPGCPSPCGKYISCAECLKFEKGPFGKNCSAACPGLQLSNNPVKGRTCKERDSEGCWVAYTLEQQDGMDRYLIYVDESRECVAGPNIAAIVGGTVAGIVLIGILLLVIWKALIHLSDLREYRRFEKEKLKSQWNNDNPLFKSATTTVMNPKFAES
# sEH activator: soluble epoxide hydrolase (human) activation; P34913; purified human sEH enzymatic activity, activator screen; activation, % at 2 µM; 91,000 tested, 0.04% active; AID 717; in the data active = activation above about 37%; note: values of inactives mirror those of a sister screen read the other way
# ERa coact pot: ER-alpha (human) coactivator binding potentiation; P03372; TR-FRET ERalpha-LBD/SRC-Cy5 coactivator binding, 2 h; 100 = basal binding, no effect; coactivator binding (% of control), % at 25.6 µM; 86,000 tested, 1.3% active; in the data active = activity above about 200%;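 note: binding measured in presence of low estradiol as agonist stimulus; 0% = peptide alone without receptor and 100% = receptor with peptide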
# Smad3 FoxH1 inh: inhibitors of human Smad3 transcription factor binding | 88,000 tested, 0.29% active | P84022 | inhibition, % at 25 µM | TR-FRET Smad3/Dy647-FoxH1 peptide binding, europium anti-His;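 active = compounds that reduce the energy-transfer binding signal between the protein and its labelled peptide by more than half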;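 note: 0% = Smad3 plus labelled peptide maximal FRET and 100% = peptide-only background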
# Mac1 fbg inh: blocks human CD11b/CD18 adhesion to fibrinogen | P05107+P11215 | K562 CD11b/CD18 adhesion to fibrinogen, ATPlite luminescence; Mn2+ added to activate the integrin | inhibition, % at 10 µM | 93,000 tested, 0.54% active | AID 1497;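 active = primary inhibition of 50% or more at 10 µM, then 40% or more on retest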; note: some results filed as inactive read as strong as hits
# * hit, by the source's call; / = no result given; [ ] = another dose, or the depositor's remark. An excerpt; the hit share may differ from the screen's.
SMILES,sEH inh,MT1-MMP txn act,ERb coact inh,Candida biofilm,CD11b adhes enh,sEH activator,ERa coact pot,Smad3 FoxH1 inh,Mac1 fbg inh
O=C(c1cccc2c1C(=O)N(Cc1cccnc1)C2)N1CCN(c2ccccc2)CC1,9,1.2,4,8,0,-8,109,-4,12
CCC(=O)Nc1ccc(S(=O)(=O)NCc2ccco2)cc1,-11,1.1,34,-1,-3,8,82,3,-6
CCCn1c(=N)n(CCOc2ccc(OC)cc2)c2ccccc21,12,1,-4,-3,0,-14,114,3,-4
CC(C)C1Oc2ccccc2N(CC(=O)N(Cc2ccncc2)Cc2ccco2)C1=O (stereo unspecified),0,1.3,-7,-2,/,1,97,3,/
O=C(c1ccc(Cl)s1)N1CCN(c2nc3ccccc3s2)CC1,5,1,0,11,-1,-3,92,0,0
CC1CN(C2CCCCC2)c2nc3c(c(=O)[nH]c(=O)n3C)n2C1 (stereo unspecified),-7,1.1,3,3,2,8,84,4,-7
CCOC(=O)c1ccc(NC(=O)c2cnccn2)cc1,-16,1.5,-9,4,4,21,108,-1,-7
COc1ccc(N=C2C(=Nc3ccc(OC)cc3)N(c3ccc(OC)cc3)C(=S)N2C)cc1,2,/,/,/,-2,1,/,/,0
CC(=O)c1cn(CC(=O)Nc2ccc(C)cc2)c2ccccc12,3,/,/,/,-2,-5,/,/,-5
O=C(O/N=C(\c1ccccc1)c1ccccn1)c1ccc(Cl)c(Cl)c1,-10,/,/,/,1,8,/,/,-42
CC1(C)CC2(CC(C)(C)NC(=O)N2)NC(=O)N1,2,1,26,6,-3,-3,99,8,-8
Cc1ccc(S(=O)(=O)NC(=O)NCc2ccccn2)cc1,10,1.2,3,-2,-2,-12,111[fluorescence artefact?],0,-17
CCOc1ccc(OCCOCCN2CCc3ccccc3C2)cc1,6,/,/,/,1,-4,/,/,8
COc1ccc(C2C(C(=O)Nc3cccc(C)n3)c3ccccc3C(=O)N2C)cc1OC (stereo unspecified),3,1.2,-1[fluorescence artefact?],-1,0,-3,106,-4,11
Cc1ccc(C)c2c1cc(C)c1nnc(SCc3ccccn3)n12,15,/,/,/,2,-12,/,/,-11
O=C(c1ccccc1)c1cccn1CC(=O)N1CCN(C2CCCCC2)CC1,3,1.1,-4,4,/,-2,112,-4,/
CCOc1ccc(NC(=O)CSc2nnc(Cn3cnc4ccccc43)n2C)cc1,37,1.3,-11,4,/,-35,123,-6,/
Cn1c(CCCNC(=O)c2ccccc2)nc2ccccc21,1,1.1,-3[fluorescence artefact?],-2,/,-1,122,-15,/
COC(=O)c1ccccc1NC(=O)CN1CCC(n2nnc3cc(F)ccc32)CC1,5,1,-10,0,34,-6,115,0,1
O=C(O)c1ccc(NC(=O)C2CCCCC2)cc1,10,1.2,2,0,3,-9,104,-14,-30
CC(=O)NCC(=O)NC(C(=O)Nc1ccc2c(c1)OCCO2)c1ccccc1 (stereo unspecified),/,1,3,5,-3,/,108,-1,-23
Cc1onc(-c2ccccc2Cl)c1C(=O)Nc1cccc(-c2nc3ncccn3c2C)c1,-7,1.1,/,/,-2,6,/,/,8
C=CCn1c(N)cc(=O)nc1SC(C)C(=O)Nc1cccc2ccccc12 (stereo unspecified),-3,1.3,-23,4,/,6,102,4,/
CCn1ncc(Cl)c1C(=O)Nc1ccncc1,-11,1.2,-5,4,-2,14,120[fluorescence artefact?],8,10
CCOC(=O)Cc1csc(NC(=O)c2c(-c3c(F)cccc3Cl)noc2C)n1,-4,1.1,3,9,-2,10,105,14[fluorescence artefact?],4
CCCOc1cccc(OCCSc2nc(C)cc(=O)[nH]2)c1,-13,1.2,2,-1,3,17,114,-2,-15
CC(=O)N1CCc2cc(C(=O)CN3CCN(c4cccc(Cl)c4)CC3)ccc21,/,0.9,-4,3,-3,/,110,3,46
CN(C)c1cccc(C(=O)OCC(=O)NCc2ccco2)c1,14,1,8,3,/,-15,111,-2,/
O=C(CCCN1C(=O)c2ccccc2C1=O)NCCC1=CCCCC1,50,1,-3,6,4,-50,119[fluorescence artefact?],5,-50
O=C(O)c1ccc(COc2cccc(CO)c2)cc1,-10,1.2,22,5,0,9,99[fluorescence artefact?],5,-10
O=C(Nc1ccc(N2CCN(C(=O)c3ccco3)CC2)cc1)c1ccc(F)cc1,/,1,10,1,4,/,97,3,16
Cc1ccc2c(c1)nnn2C1CCN(S(=O)(=O)c2ccc3ccccc3c2)CC1,2,1.2,28[fluorescence artefact?],1,/,-2,111[fluorescence artefact?],-14,/
CC(=O)c1cc(F)c(N2CCOCC2)cc1C,7,1.2,-6,4,0,-6,102,-2,55
COC(=O)c1cccc(NC(=O)c2cccnc2)c1,9,0.9,-14,0,/,-6,100[fluorescence artefact?],-31,/
CCOC(=O)N1CCC(Nc2c(-c3ccccc3)c(=O)c2=O)CC1,8,1.1,-9,5,-2,-9,88,4,-1
COc1cccc(NC(=O)Cn2cnc3sc(C)c(S(=O)(=O)N4CCCCC4)c3c2=O)c1,1,1.1,1[fluorescence artefact?],4,-3,-3,116,-2,20
Cc1c(CCO)c(=O)n(-c2ccccc2)n1S(=O)(=O)c1c(Cl)cc(Cl)cc1Cl,-5,1.2,-1,-3,/,4,61,-8,/
O=C1CCCC2=C1C(c1ccc3c(c1)OCO3)c1c([nH]n(-c3ccccc3)c1=O)N2 (stereo unspecified),/,1.2,17[fluorescence artefact?],1,1,/,94[fluorescence artefact?],3,5
CC(=O)c1ccc(N2C(=O)NC3(CCCCC3)C2=O)cc1,/,1.3,-11,0,-4,/,119,2,-12
CC(O)CNCc1ccc(-c2ccccc2)cc1 (stereo unspecified),-8,/,/,/,-2,10,/,/,6

# 5 compounds already listed, arranged by the number in sEH inh, falling.
molecule	sEH inh
O=C(CCCN1C(=O)c2ccccc2C1=O)NCCC1=CCCCC1	50
C=CCn1c(N)cc(=O)nc1SC(C)C(=O)Nc1cccc2ccccc12 (stereo unspecified)	-3
CC(O)CNCc1ccc(-c2ccccc2)cc1 (stereo unspecified)	-8
O=C(O/N=C(\c1ccccc1)c1ccccn1)c1ccc(Cl)c(Cl)c1	-10
CCOC(=O)c1ccc(NC(=O)c2cnccn2)cc1	-16

# More results follow.
SMILES,sEH inh,MT1-MMP txn act,ERb coact inh,Candida biofilm,CD11b adhes enh,sEH activator,ERa coact pot,Smad3 FoxH1 inh,Mac1 fbg inh
Cc1c2c(nc3c(C(=O)NC4CCCCC4C)cnn13)CCCC2 (stereo unspecified),30,1,2,6,-5,-32,88,10,3
CC(C)Oc1ccc(C(=O)O)c(C(=O)O)c1,-10,1.1,-9[fluorescence artefact?],3,/,11,124[fluorescence artefact?],-7,/
CS(=O)(=O)N(CC(=O)NCC1CCCO1)c1cc(Cl)cc(Cl)c1 (stereo unspecified),23,1,2[fluorescence artefact?],8,6,-20,119,9[fluorescence artefact?],-29
Cc1ccc(-c2cc3nc(-c4ccccc4)cc(N4CCOCC4)n3n2)cc1,-9,1.1,-20[fluorescence artefact?],1,/,12,174,14,/
CC1(C)NC(=O)N(CCCCOc2ccc3ccccc3c2Cl)C1=O,-6,1.4,0,2,3,8,99,7,-21
FC(F)(F)c1cc(-c2cccs2)nc(-n2cc(Br)cn2)n1,-11,1.2,6,6,-1,12,155[fluorescence artefact?],6,-3
COc1ccc(Nc2ncc3c(n2)CC(c2ccc(C)cc2)CC3=O)cc1 (stereo unspecified),-2,1.2,-2,4,/,4,107,-2,/
O=C(CCn1c(=S)[nH]c2cc3c(cc2c1=O)OCO3)N1CCc2ccccc2C1,-5,0.9,15[fluorescence artefact?],2,-1,2,104,6,-34
CS(=O)(=O)N1CCC(C(=O)NCCC2=CCCCC2)CC1,10,1.1,1,1,3,-7,109,4,-19
COc1ccc(C(=O)Nc2cc(C(=O)c3ccccc3)c(C)oc2=O)cc1,8,/,/,/,0,-9,/,/,-2
Cc1cccc(NC(=O)Nc2cccc(Oc3c(F)c(F)c(F)c(F)c3F)c2)c1,81*,1.2,-1,4,2,-80,95,8,-9
Cc1ccc(-c2cc(C(=O)NCc3cccs3)no2)cc1,5,1.3,1,6,9,-1,114,16,2
Cc1ccccc1-n1nc2c(c1NC(=O)c1cccc(F)c1)CS(=O)C2 (stereo unspecified),/,/,-7,11,0,/,110,7,-1
CCCCn1c(=S)[nH]c2ncccc2c1=O,-26,1.3,-4,3,-2,25,102,-7,-4
CCCn1c(N2CCN(S(=O)(=O)Cc3ccccc3)CC2)nc2ccccc21,12,1.1,3,2,-1,-12,109,2,-4
Cc1cc2ncn(S(=O)(=O)N(C)C)c2cc1C,-8,1,-5[fluorescence artefact?],10,-3,10,92,2,-2
Cc1ccc(C)c(C(=O)CC2(O)C(=O)N(C)c3ccccc32)c1 (stereo unspecified),-6,1.2,12,7,-1,7,118,3,-4
Cc1ccc(-c2nc(CS(=O)CC(=O)N3CCN(c4ncccn4)CC3)c(C)o2)cc1 (stereo unspecified),/,1.1,9,13,1,/,94,-11,-20
Cc1ccc(C(=O)NCc2ccc(Cl)c(Cl)c2)o1,1,1.1,-8,4,4,-1,107,1,-4
O=C(Cn1c(CN2CCCCC2)nc2ccccc2c1=O)NC1CCCCC1,/,1,-7,6,/,/,116,4,/
CCOc1ccc2nc3sc(C(=O)N4CCN(C)CC4)c(N)c3cc2c1,4,1.4,-5[fluorescence artefact?],3,-2,-5,123[fluorescence artefact?],5,3
CC(C)NC(=O)c1ccc(-c2cc(C(F)(F)F)ccc2Cl)o1,-6,1.2,-1,9,1,3,110,-20,-7
CCN1CCN(Cc2nc3c(c(=O)n(C)c(=O)n3C)n2CCc2ccccc2)CC1,/,1,-6,3,/,/,91,2,/
C=CCC1(O)C(=O)N2C(=C1C(=O)N1CCOCC1)c1ccccc1CC2(C)C (stereo unspecified),-2,/,-1,7,0,4,126,16,-17

# Single records, from the list above:
# `CCN1CCN(Cc2nc3c(c(=O)n(C)c(=O)n3C)n2CCc2ccccc2)CC1` is listed as sEH inh: /; MT1-MMP txn act: 1; ERb coact inh: -6; Candida biofilm: 3; CD11b adhes enh: /; sEH activator: /; ERa coact pot: 91; Smad3 FoxH1 inh: 2; Mac1 fbg inh: /
# `CCOc1ccc2nc3sc(C(=O)N4CCN(C)CC4)c(N)c3cc2c1` is listed as sEH inh: 4; MT1-MMP txn act: 1.4; ERb coact inh: -5[fluorescence artefact?]; Candida biofilm: 3; CD11b adhes enh: -2; sEH activator: -5; ERa coact pot: 123[fluorescence artefact?]; Smad3 FoxH1 inh: 5; Mac1 fbg inh: 3

# Rewritten with values under each structure: four of the compounds above
# Screens in order – sEH inh	MT1-MMP txn act	ERb coact inh	Candida biofilm	CD11b adhes enh	sEH activator	ERa coact pot	Smad3 FoxH1 inh	Mac1 fbg inh
CCOc1ccc2nc3sc(C(=O)N4CCN(C)CC4)c(N)c3cc2c1
    4	1.4	-5[fluorescence artefact?]	3	-2	-5	123[fluorescence artefact?]	5	3
CC(C)NC(=O)c1ccc(-c2cc(C(F)(F)F)ccc2Cl)o1
    -6	1.2	-1	9	1	3	110	-20	-7
CCN1CCN(Cc2nc3c(c(=O)n(C)c(=O)n3C)n2CCc2ccccc2)CC1
    /	1	-6	3	/	/	91	2	/
C=CCC1(O)C(=O)N2C(=C1C(=O)N1CCOCC1)c1ccccc1CC2(C)C (stereo unspecified)
    -2	/	-1	7	0	4	126	16	-17

# Screening data as filed in PubChem.
